GSK3beta inhib: human GSK3beta kinase inhibitors, primary screen, biochemical, cell-free homogeneous, HTS | Glycogen synthase kinase-3 beta (Homo sapiens), P49841 | hit rate 0.038% among 300,000 | activity score (negative = inhibition), % at 10 µM | GST-GSK3beta kinase, ADP-Glo luminescence, 60 min; hits give low values;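 active means more than half of replicate wells score below -50%, meaning over 50% inhibition versus plate controls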;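 further: 0% = median DMSO wells and -100% = median GW8510 positive control wells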
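Assay system: GST-fused GSK3beta enzyme, cell-free / Medium: Tris pH 7.5 buffer with MgCl2, DTT, BSA, heparin / Also added: peptide substrate plus 25 µM ATP (final) / Compound: 10 µM single point / Timing: kinase reaction with compound 60 min at room temperature / Detection: ADP-Glo luminescence / Benchmarks: DMSO neutral wells and GW8510 at 20 µM as positive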
HSP90 refold inh: HSP90 inhibitors, primary screen, cell lysate, luminescence. Heat shock protein HSP 90 (rabbit reticulocyte lysate; luciferase refolding). AID 1789, 2009. hit rate 0.91% among 290,000. Rabbit reticulocyte lysate, luciferase refolding luminescence, 3 h. inhibition, % at 5.6 µM;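 active means inhibition above the screen-wide mean plus 3 SD, computed separately per campaign, cut at about 16% in these data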;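 further: 0% = DMSO wells and 100% = 60 µM geldanamycin wells; inhibitors lower the luminescence because luciferase stays unfolded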
Dyrk1A ADPGlo: rat Dyrk1A kinase inhibitors, primary screen, biochemical, single point, plate reader | Dual specificity tyrosine-phosphorylation-regulated kinase 1A (Rattus norvegicus), Q63470 | ADP-Glo luminescence, NFATc1 peptide | inhibition, % at 12.5 µM | hit rate 0.43% among 310,000 | AID 504441, 2011; in the data active means inhibition above about 50%;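 further: plate controls were vehicle with enzyme for no effect and no enzyme for full effect; many of its hits are not listed in these tables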
HSF-1 act: HSF-1 activators, primary screen, NIH3T3-HGL cells, MG132 stress, luminescence, single point; activation, % at 9 µM; hit rate 1.7% among 300,000; AID 504408, 2011; NIH3T3-HGL HSF-1 luciferase reporter, 8 h; 100% = twice DMSO control signal;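 active means mean replicate activation of at least 50% with a set share of replicates each reaching 50%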;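 further: 0% = median of the neutral control wells and 100% = twice that signal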
HSF1 inh: HSF1 inhibitors in luciferase reporter cells, primary screen, cell-based, NIH3T3, luminescence; NIH3T3-HGL HSE-luciferase, MG132-induced, luminescence 8 h; hits give low values; activity change, negative = inhibition, % at 7.5 µM (by protocol); hit rate 0.77% among 300,000; AID 2098, 2009;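 active means more than half of replicate wells show activity change below -50%, luminescence cut by over half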;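 further: luciferase reports HSF-1 transcriptional activity via heat shock element; 0% = median of DMSO wells and -100% = zero luminescence signal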
PolyA inh: polyadenylation inhibitors in yeast reporter cells, primary screen, luminescence, S. cerevisiae; S. cerevisiae SKY197-pL101 polyadenylation reporter, beta-gal luminescence; efflux-impaired pdr1/pdr3 knockout yeast; score 100 = 6 SD above DMSO; hit rate 0.02% among 300,000; calls only at 12 µM;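 active means lowest replicate activity score at least 50, where 100 means six control SD above control mean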;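 further: yeast exposed to compound for 9 h at 30 °C; higher score means more reporter readthrough which indicates perturbed polyadenylation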
HDAC3 inh: HDAC3 deacetylase inhibitors, primary screen, biochemical, fluorescence, cell-free homogeneous | Histone deacetylase 3 (Homo sapiens), O15379 | recombinant HDAC3, fluorogenic peptide/trypsin coupled | AID 2718, 2010 | hit rate 0.15% among 320,000 | inhibition, % at 8.3 µM; in the data active means inhibition above about 26%, passing the limit was not always enough
Target sequence (O15379 whole entry, looked up): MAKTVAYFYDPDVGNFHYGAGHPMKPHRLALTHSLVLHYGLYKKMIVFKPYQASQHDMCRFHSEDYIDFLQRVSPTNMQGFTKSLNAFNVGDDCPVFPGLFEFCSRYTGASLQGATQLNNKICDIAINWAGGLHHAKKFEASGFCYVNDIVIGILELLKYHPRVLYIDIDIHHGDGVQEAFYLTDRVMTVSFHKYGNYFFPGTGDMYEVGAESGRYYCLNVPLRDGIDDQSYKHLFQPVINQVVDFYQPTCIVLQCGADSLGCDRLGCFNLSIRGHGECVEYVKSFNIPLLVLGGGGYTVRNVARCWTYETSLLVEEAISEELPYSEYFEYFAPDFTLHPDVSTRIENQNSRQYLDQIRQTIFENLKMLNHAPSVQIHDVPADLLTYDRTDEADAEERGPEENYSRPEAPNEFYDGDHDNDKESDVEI
Platelet DG rel: inhibitors of platelet dense granule secretion, primary screen, cell-based, MLPCN, human platelets. human platelet-rich plasma, SFLLRN dense granule ATP release, luminescence. inhibition, %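 (compounds screened at 7.5 µM in platelet-rich plasma)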. hit rate 0.22% among 300,000;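 active means mean replicate score, as percent of positive control, at or above 50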
AI-2 QS mod: Vibrio harveyi AI-2 quorum sensing modulators, primary screen, JMH597 strain, luminescence/OD600 ratio | hit rate 0.4% among 300,000 | AID 2094, 2009 | Vibrio harveyi JMH597 AI-2 luminescence/OD600 ratio, 9 h; hits give low values; strain lacks LuxN and CqsS sensors; 0 = neutral-control median | activity change, % at 7.5 µM; in the data active means activity change below about -75%, passing the limit was not always enough;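 further: luminescence divided by OD600 gain over 9 h not by final OD600 alone; inactives centre near 13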
GSK3A inh: blockers of GSK3A enzyme activity – biochemical, luminescence, cell-free homogeneous, HTS, primary screen. Glycogen synthase kinase-3 alpha (Homo sapiens), P49840. GSK-3 alpha kinase, ADP-Glo luminescence, 60 min. inhibition, % at 10 µM. hit rate 0.1% among 320,000;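 in the data active means inhibition above about 50%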;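 further: GST-tagged GSK-3 alpha with peptide substrate and 25 µM ATP; 0% = DMSO neutral wells and 100% = GW8510 positive control wells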
Target sequence (P49840 whole entry, looked up): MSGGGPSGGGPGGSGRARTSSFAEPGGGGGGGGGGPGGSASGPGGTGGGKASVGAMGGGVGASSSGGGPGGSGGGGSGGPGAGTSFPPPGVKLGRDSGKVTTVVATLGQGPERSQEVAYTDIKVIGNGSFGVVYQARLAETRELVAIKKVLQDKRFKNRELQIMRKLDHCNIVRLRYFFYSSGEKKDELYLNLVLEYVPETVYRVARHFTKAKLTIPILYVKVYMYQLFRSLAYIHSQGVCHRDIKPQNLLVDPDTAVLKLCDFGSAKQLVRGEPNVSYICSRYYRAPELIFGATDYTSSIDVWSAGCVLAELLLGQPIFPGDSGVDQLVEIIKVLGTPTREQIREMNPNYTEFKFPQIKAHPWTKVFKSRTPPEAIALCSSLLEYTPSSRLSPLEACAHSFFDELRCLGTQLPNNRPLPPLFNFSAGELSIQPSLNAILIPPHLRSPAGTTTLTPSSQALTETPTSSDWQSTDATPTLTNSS
* hit, by the source's call; i = inactive; . = no result given. This is a subset. The share of hits here may be higher or lower than overall.

GSK3beta inhib	HSP90 refold inh	Dyrk1A ADPGlo	HSF-1 act	HSF1 inh	PolyA inh	HDAC3 inh	Platelet DG rel	AI-2 QS mod	GSK3A inh	SMILES
-1	-3	-2	2	-5	i	-5	2	32	1	COc1ccc2c(c1OC)C(=O)O[C@@H]2[C@H]1c2c(cc3c(c2OC)OCO3)CCN1C
4	-7	-3	-5	-5	i	-2	-1	15	1	Cc1c(Cl)ccc(S(=O)(=O)NCCCn2ccnc2)c1Cl
2	2	8	27	2	i	6	9	15	-2	CCOC(=O)c1[nH]c2ccc(Br)cc2c1NC(=O)CCN1CCCC(C)(C)C1
-1	-2	-7	-18	-11	i	0	-3	14	-1	O=S(=O)(NC1CCCCC1)c1cccc2nsnc12
-6	-2	1	-4	-3	i	6	3	10	-2	C=C(C)c1cccc(C(C)(C)NC(=O)NC2CCN(Cc3ccccc3)CC2)c1
2	24*	1	37	5	i	0	4	10	0	COc1ccc(C(=O)Nc2ccc3ccccc3c2)c(OC)c1
1	3	6	-15	1	i	-3	19	7	1	Cn1c(=O)c2c(nc(CN3CCN(c4ccccc4)CC3)n2CCc2ccccc2)n(C)c1=O
-3	-3	1	-11	-15	i	6	7	27	5	COc1ccc(-c2nnc(N3CCC(C)CC3)c3ccccc23)cc1
0	0	.	11	8	i	7	2	22	-1	CNS(=O)(=O)c1ccc(CCC(=O)N2CCN(c3ccccc3OC)CC2)cc1
4	3	.	6	-1	i	9	7	30	2	CCCCCCC#Cc1cncc(C(=O)NNC(=O)Nc2cc(Cl)cc(Cl)c2)c1
-1	-4	5	13	5	i	4	2	32	.	COc1ccc(-n2c(Cc3cccn3C)nnc2SCC(=O)Nc2cc(Cl)ccc2OC)cc1
1	-3	-1	1	-3	i	3	-10	20	1	c1ccc(-c2ncnc3nc4n(c23)CCC4)cc1
-2	-3	-1	9	19	i	4	2	18	-2	CC(C)(C)c1csc(NC(=O)CCc2ccccc2)n1
-2	-2	-4	-5	-5	.	6	10	27	8	CCOc1cc(/C=C2\N=C(SC)SC2=O)cc([N+](=O)[O-])c1OC(C)=O
2	2	5	30	11	i	-1	10	21	4	O=C1NCCC/C1=N/Nc1cc(F)ccc1F
-2	-3	-6	0	3	i	4	1	16	-1	COc1ccccc1CNC(=O)C(=O)NCC1OCCCN1S(=O)(=O)c1ccc(F)cc1C (centres undefined)
2	27*	3	21	7	i	-11	27	26	-2	Cc1ccc2c(c1)Cc1nc3ccccc3nc1-2
.	.	11	3	-1	i	-2	-4	.	-1	O=C1CCCN1c1ccc(C(=O)N(Cc2nnc(-c3ccccc3Cl)o2)C2CC2)cc1
-1	2	-9	-5	-1	i	7	-8	-4	0	CC(=C/c1ccccc1)/C=N/Nc1nc(N2CCOCC2)nc(N2CCOCC2)n1
1	-1	-2	23	19	i	-1	-21	14	-2	CCN(CCCNC(=O)C1CCN(S(=O)(=O)CC)CC1)c1cccc(C)c1
-3	8	8	-1	-12	i	1	4	10	-3	CCOC(=O)c1c(C=O)c(C)n(Cc2ccccc2Cl)c1C
-1	2	-8	8	3	i	-4	7	7	-3	C=CCN1C(=O)N(c2ccc(F)cc2)C(=O)C1CC(=O)Nc1ccc(Cl)cc1 (centres undefined)
-2	-6	2	-6	-1	i	2	-5	2	0	CSc1ncccc1C(=O)Nc1nnc(C2CC2)s1
-2	3	4	3	4	i	1	-10	14	-4	CCC1CCCCN1S(=O)(=O)c1ccc(S(=O)(=O)N(Cc2ccccn2)CC2CCCO2)cc1 (centres undefined)
0	-2	5	9	-1	i	-12	-2	14	-4	N#C/C(=C\c1ccccc1[N+](=O)[O-])C(=O)NC1CCCCC1
0	-2	.	-9	5	i	3	0	0	-2	COc1ccc(C(=O)NCCCCCCNC(=O)c2ccc(OC)cc2)cc1
3	2	0	-5	-2	i	0	-4	20	0	CC(=O)N1CCc2cc(S(=O)(=O)NCCC(=O)NCCc3ccc(C)cc3)ccc21
1	1	0	20	5	i	10	-14	3	0	COc1ccc(N2CCN(Cc3cc(=O)oc4cc5c(cc34)CCCC5)CC2)cc1
0	12	-3	4	-3	i	5	5	2	-2	CCc1ccc(Nc2n[n+](-c3ccccc3)c(-c3ccc(OCc4ccccc4)cc3)s2)cc1
-2	-3	-9	-3	3	i	-4	33	16	5	Cc1ccc(S(=O)(=O)NC(C(=O)Oc2ccc3c(C(F)(F)F)cc(=O)oc3c2)c2ccccc2)cc1 (centres undefined)
2	-2	5	-3	0	i	-4	4	30	-4	OC(CN1CCOCC1)Cn1cnc2ccccc21 (centres undefined)
-2	12	7	-4	-2	i	0	-1	27	3	COCCn1c(SCC(=O)Nc2ccc3[nH]c(=O)[nH]c3c2)nc2ccccc2c1=O
3	5	-2	20	-4	i	6	-9	-27	0	S=C(NCCCc1ccccc1)Nc1ccc(Cl)cc1
1	-7	19	68*	45	i	.	-1	-2	.	COc1ccc(-c2nc(-c3ccc(O)cc3O)cs2)cc1OC
-1	-4	5	2	-5	i	-2	1	7	-1	Cc1ccc(C(=O)NC(C)c2ccc(-n3ccnc3)cc2)cc1 (centres undefined)
9	-1	5	35	9	i	10	2	13	-6	CCN(CC)c1ccc(/C=N/NC(=O)c2ccco2)cc1
3	0	-7	2	2	i	-2	14	23	-1	COc1ccccc1NC(=O)c1ccccc1NS(=O)(=O)N1CCCC1
-3	.	-2	1	5	i	.	-39	18	.	CC(C)c1ccc(S(=O)(=O)N2CCN(C(=O)Cc3ccsc3)CC2)cc1
-2	2	-1	-25	-12	i	-2	-12	-6	2	COC(=O)c1c(NC(=O)C(C)(C)C)csc1C
0	2	.	-3	0	i	6	-3	17	0	O=C1Nc2ccc(C(F)(F)F)cc2N2CCCC12 (centres undefined)
-20	6	-4	0	5	i	10	3	-7	-2	C#CCNC(=O)C1=C[C@@H](C2CCCCC2)[C@H](CCCO)[C@@H](OCC)O1
-3	.	-6	29	14	i	0	-3	40	-3	CCOC(=O)Cc1csc(NC(=O)CSc2nc(=O)[nH]c3c2CCCC3)n1
-2	2	.	42	22	i	6	4	31	-1	Nc1ccccc1C(=O)NNC(=O)C(=O)/C=C(\O)c1ccccc1
3	-7	-2	3	0	i	-3	-6	3	1	CC(C)CN(C(=O)CSc1nnnn1C)C1CCS(=O)(=O)C1 (centres undefined)
-1	.	-1	7	-4	i	-2	14	10	2	COc1ccc(OC)c(C(O)CNC(=O)CN)c1 (centres undefined)
-3	4	-1	8	8	i	0	3	16	1	COC(=O)c1[nH]c2ccc(Cl)cc2c1NC(=O)CCN1CCN(C2CCCCC2)CC1
2	1	.	-8	2	i	1	-16	8	0	CCC(C(=O)Nc1ccncc1)c1ccccc1 (centres undefined)
2	-2	-3	-17	-5	i	-7	21	29	0	COc1ccc(NC(=O)Cn2c3ccc(OC)cc3c3nc4n(c(=O)c32)CCS4)cc1
1	-3	2	15	-2	i	-1	-3	17	-2	COc1ccc(Sc2nc3ccccc3n3c(C(F)(F)F)nnc23)cc1
2	-3	8	16	-5	i	13	6	16	0	CCOc1c(OC(C)=O)ccc(/C=C2\N=C(SCC)SC2=O)c1[N+](=O)[O-]
-1	1	-5	-23	-18	i	-1	1	24	-2	CN(C)c1ccc(-c2nn3c(-c4ccccc4Cl)nnc3s2)cc1
0	5	2	7	3	i	0	4	5	1	Cn1cccc1-c1nc2ccc(NC(=O)c3ccc([N+](=O)[O-])cc3)cc2[nH]1
0	.	2	-2	-7	i	-5	0	24	1	COc1ccc(CC(=O)OCC(=O)N(C)C2CCS(=O)(=O)C2)cc1OC (centres undefined)
1	.	11	-6	4	i	5	-1	6	1	Cc1nn(-c2ccccc2)c(C)c1NC(=O)COC(=O)/C=C/c1ccccc1
1	.	-4	-6	1	i	0	22	3	2	CCC(C)N(C(=O)CSc1ncnc2c1cnn2-c1ccccc1)C1CCS(=O)(=O)C1 (centres undefined)
5	-2	9	-11	-2	i	-1	3	22	-2	COCCCNC(=O)c1c(NC(=O)c2cccs2)sc2c1CCCC2

Full records as entered above. Values in the order: GSK3beta inhib	HSP90 refold inh	Dyrk1A ADPGlo	HSF-1 act	HSF1 inh	PolyA inh	HDAC3 inh	Platelet DG rel	AI-2 QS mod	GSK3A inh
Shown for CC(C)CN(C(=O)CSc1nnnn1C)C1CCS(=O)(=O)C1 (centres undefined) → 3	-7	-2	3	0	i	-3	-6	3	1
Shown for CCOc1c(OC(C)=O)ccc(/C=C2\N=C(SCC)SC2=O)c1[N+](=O)[O-] → 2	-3	8	16	-5	i	13	6	16	0
Shown for COCCCNC(=O)c1c(NC(=O)c2cccs2)sc2c1CCCC2 → 5	-2	9	-11	-2	i	-1	3	22	-2

Screening data from PubChem BioAssay.
